Source: PubChem BioAssay (several laboratories)
MT1-MMP act inh: inhibitors of human MT1-MMP activation; P50281; AID 651647; HT1080 RFP-PRO-GFP cells, GFP/RFP ratio fluorescence, overnight; percent of plate control window, DMSO zero; GFP/RFP ratio change, % at 20 µM; 360,000 tested, 0.061% active;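 active = GFP/RFP ratio change of at least 30% with cell ATP level not reduced by more than half and red fluorescence within 50% of control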; note: strong numbers were not always called active
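Assay system: HT1080 RFP-PRO-GFP cells | Dosing: 20 µM single dose, 1% DMSO | Incubation: Cells overnight before dosing, compound overnight, 37 °C, 5% CO2 | Evaluation: GFP/RFP fluorescence ratio | Control set: DMSO-only wells and HT1080 RFP-L50D-GFP cell wells as references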
Neddyl block: inhibitors of human cullin neddylation; P61081+Q13564; TR-FRET cullin neddylation, biochemical; calls only at 25 µM; 360,000 tested, 0.58% active; AID 651699; in the data active = inhibition above about 36%
Target sequence (P61081 whole entry, looked up): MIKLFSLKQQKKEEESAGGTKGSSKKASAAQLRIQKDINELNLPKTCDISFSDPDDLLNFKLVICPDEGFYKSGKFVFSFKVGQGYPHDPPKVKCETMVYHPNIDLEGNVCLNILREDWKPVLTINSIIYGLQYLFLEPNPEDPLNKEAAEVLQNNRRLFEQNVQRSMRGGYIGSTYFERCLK
Target sequence (Q13564 whole entry, looked up): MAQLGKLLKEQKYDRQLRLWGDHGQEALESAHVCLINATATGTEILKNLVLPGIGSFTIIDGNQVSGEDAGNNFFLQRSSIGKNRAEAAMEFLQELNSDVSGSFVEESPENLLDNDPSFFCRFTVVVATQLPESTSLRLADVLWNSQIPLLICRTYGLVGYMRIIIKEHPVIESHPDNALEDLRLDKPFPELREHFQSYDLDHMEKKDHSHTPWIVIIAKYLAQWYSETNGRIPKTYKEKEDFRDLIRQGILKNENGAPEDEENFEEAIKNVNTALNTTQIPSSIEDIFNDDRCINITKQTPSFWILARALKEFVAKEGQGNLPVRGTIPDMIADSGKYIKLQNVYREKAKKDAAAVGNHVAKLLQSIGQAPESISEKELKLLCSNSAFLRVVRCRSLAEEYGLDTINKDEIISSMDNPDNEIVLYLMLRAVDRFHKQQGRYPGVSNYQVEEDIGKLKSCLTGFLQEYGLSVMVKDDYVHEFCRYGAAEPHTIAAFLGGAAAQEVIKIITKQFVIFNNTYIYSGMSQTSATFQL
Rin1-Abl PPI inh: blocks binding of human Rin1 to Abl. 360,000 tested, 0.4% active. TR-FRET Rin1/Abl binding, biochemical. inhibition, % at 7.35 µM; in the data active = inhibition above about 5%, passing the limit was not always enough
MsrA inh: inhibits bovine methionine sulfoxide reductase A; inhibition, % at 15.5 µM; AID 651718; purified bovine MsrA, absorbance read-out; 360,000 tested, 0.75% active; in the data active = inhibition above about 4.5%;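 note: 0% = vehicle wells with enzyme and 100% = reference inhibitor wells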
eLon inh: E. coli protease La inhibition. P0A9M0. purified E. coli Lon protease, fluorescence polarization. inhibition, % at 7.94 µM. 360,000 tested, 0.42% active; in the data active = inhibition above about 13%, passing the limit was not always enough;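 note: 0% = enzyme with probe and DMSO and 100% = no enzyme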
SKN-1 block: inhibitors of C. elegans SKN-1. C. elegans VP596 Pgst-4::GFP/RFP ratio, acrylamide-induced, 24 h. 360,000 tested, 0.49% active. AID 624304. inhibition, % at 21.8 µM;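 active = interference check ratio from 0.5 to 1.5 plus GFP to RFP signal ratio inhibition reaching or exceeding a fixed threshold, cut at about 30% in these data, passing the limit was not always enough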; note: some compounds called inactive have numbers as strong as hits
CendR NRP1 mod: modulators of CendR peptide binding to human neuropilin-1; O14786; FAM-RPARPAR peptide binding to NRP-1, fluorescence polarization; inhibition, % at 25 µM; 360,000 tested, 0.85% active; AID 602438;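 active = inhibition or corrected inhibition above about 18%, plus a signal ratio from 0.5 to 1.5, limit read from the data, passing the limit was not always enough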; note: strong numbers were not always called active
FAS TE block: blocks the thioesterase domain of human fatty acid synthase. recombinant FAS-TE, OMFH fluorogenic substrate, fluorescence endpoint. inhibition, % at 15 µM. 360,000 tested, 0.67% active. AID 602261;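 active = compounds whose normalised, plate-corrected inhibition of enzyme fluorescence in the single-dose primary screen is 50% or more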;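 note: 0% = DMSO with enzyme and 100% = substrate without enzyme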
bovine MsrA act: activates bovine MsrA enzyme | purified bovine MsrA, absorbance read-out | activation, % at 10.6 µM | 360,000 tested, 0.3% active; in the data active = activation above about 7.5%;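 note: 0% = vehicle and 100% = reference activator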
* = called active by the depositor; i = inactive; x = not tested or not shown.

[1] Cc1ccc(OCC(=O)NCCS(=O)(=O)N2CCN(c3ccccc3)CC2)cc1
[2] NC(=O)c1c(NC(=O)CSc2nc(N)cc(=O)[nH]2)sc2c1CCCC2
[3] CCCN(C)C[C@H]1OCc2cnnn2CCCC(=O)N([C@H](C)CO)C[C@@H]1C
[4] CC1CCCC(NC(=O)COC(=O)c2ccc3c(c2)OCCO3)C1C (configuration not stated)
[5] CCC(c1nnnn1-c1ccc2c(c1)OCCO2)N1CCN(CC)CC1 (configuration not stated)
compound no.	1	2	3	4	5
bovine MsrA act	-3	-4	-8	-1	0
SKN-1 block	5	5	2	-11	4
Neddyl block	i	i	i	i	i
CendR NRP1 mod	-16	-4	-14	13	-4
eLon inh	-6	-13	2	9	-1
Rin1-Abl PPI inh	-3	-1	1	4	x
FAS TE block	1	-1	-5	6	-13
MsrA inh	-0.1	3.4	0.2	-1.0	1.0
MT1-MMP act inh	-3	0	1	1	0

[6] Cn1c(=O)c2c(nc(Oc3ccccc3Cl)n2C)n(C)c1=O
[7] CCOC(=O)CSc1nc2cc(C(=O)NCc3ccco3)ccc2c(=O)n1C1CCCCC1
[8] COc1ccccc1Cn1c(=S)[nH]c2cc(C(=O)NC(C)C)ccc2c1=O
[9] CCCCN1C(=O)C(CC(=O)NCC2CCCCC2)CC(C(=O)N2CCOCC2)=C1C (configuration not stated)
[10] CCOC(=O)c1cn(-c2ccccc2)nc1-c1cccnc1
compound no.	6	7	8	9	10
bovine MsrA act	0	-10	-2	-3	-2
SKN-1 block	18	6	-9	5	15
Neddyl block	i	i	i	i	i
CendR NRP1 mod	7	0	4	5	3
eLon inh	4	-4	-3	4	10
Rin1-Abl PPI inh	-1	1	2	-3	2
FAS TE block	1	-2	-7	-8	4
MsrA inh	0.0	x	-0.7	-0.4	0.2
MT1-MMP act inh	-6	-7	2	-2	-1

[11] CCN(CC)C(=O)C1CCN(c2ncnc3c2cnn3-c2ccc(C)cc2C)CC1
[12] C[C@@H]1CN([C@H](C)CO)C(=O)c2cc(Br)cnc2O[C@@H]1CN(C)C(=O)c1cccc(F)c1
[13] CCCCN(C(C)=O)c1c(CC)nc2ccc(C(=O)Nc3cccc(OCC(=O)N(C)C)c3)cn12
[14] COc1ccc(Cl)cc1Nc1nc(C)cc(=O)[nH]1
[15] COc1ccc(NC2=Nc3ccccc3N[C@@]23C[C@H]2CCCC(=O)N4CC[C@@H](C3)[C@@H]24)cc1
compound no.	11	12	13	14	15
bovine MsrA act	-10	0	-6	-4	0
SKN-1 block	-27	-13	3	5	9
Neddyl block	i	i	i	i	i
CendR NRP1 mod	-6	-2	-4	6	-11
eLon inh	-11	3	-5	-14	-8
Rin1-Abl PPI inh	-1	3	-5	1	2
FAS TE block	-2	-10	-7	-6	-12
MsrA inh	0.9	-1.1	-0.4	-0.2	0.1
MT1-MMP act inh	3	0	1	-2	1

The closing 4 entries of the section before are carried over, then new ones follow:
[12] C[C@@H]1CN([C@H](C)CO)C(=O)c2cc(Br)cnc2O[C@@H]1CN(C)C(=O)c1cccc(F)c1
[13] CCCCN(C(C)=O)c1c(CC)nc2ccc(C(=O)Nc3cccc(OCC(=O)N(C)C)c3)cn12
[14] COc1ccc(Cl)cc1Nc1nc(C)cc(=O)[nH]1
[15] COc1ccc(NC2=Nc3ccccc3N[C@@]23C[C@H]2CCCC(=O)N4CC[C@@H](C3)[C@@H]24)cc1
[16] CC(Oc1ccc(F)cc1)C(=O)Oc1ccc(N(C)S(=O)(=O)c2ccccc2)cc1 (configuration not stated)
[17] CCc1cc2cccc(C)c2nc1SCC(=O)Nc1nonc1C
[18] O=[N+]([O-])c1ccc(O)c(CNCc2ccccc2)c1
[19] COc1cc(C(=O)Nc2cccc(C(C)=O)c2)cc(OC)c1OC
[20] CCOc1ccc(C(=O)NC(=S)Nc2cccc(S(=O)(=O)NC3=NCCC3)c2)cc1
compound no.	12	13	14	15	16	17	18	19	20
bovine MsrA act	0	-6	-4	0	-5	-2	-4	-3	-3
SKN-1 block	-13	3	5	9	-3	2	-11	-2	5
Neddyl block	i	i	i	i	i	i	i	i	i
CendR NRP1 mod	-2	-4	6	-11	7	1	-5	-1	-14
eLon inh	3	-5	-14	-8	-1	1	-10	7	-4
Rin1-Abl PPI inh	3	-5	1	2	3	-3	2	0	-1
FAS TE block	-10	-7	-6	-12	23	-1	2	-9	-5
MsrA inh	-1.1	-0.4	-0.2	0.1	2.5	0.7	0.0	-0.1	-1.5
MT1-MMP act inh	0	1	-2	1	5	2	5	6	2

[21] O=C(O)c1cccc(N/N=C/C2=C(Cl)c3cc(Cl)ccc3SC2)c1
[22] CCC(CC)NC(=O)c1cc([N+](=O)[O-])ccc1N1CCOCC1
[23] O=C(COC(=O)COc1ccc(Br)cc1)NCc1ccccc1
[24] COc1cccc(Nc2nc(C)cc(C)c2C(N)=O)c1
[25] CC(C)C(=O)Nc1ccc2oc(=O)ccc2c1
compound no.	21	22	23	24	25
bovine MsrA act	-4	-4	3	-2	-10
SKN-1 block	9	7	1	-4	19
Neddyl block	i	i	i	i	x
CendR NRP1 mod	-73	10	-8	13	-9
eLon inh	-16	-15	1	6	-10
Rin1-Abl PPI inh	1	-4	4	1	-5
FAS TE block	43	7	-7	-3	0
MsrA inh	-0.5	1.4	-0.2	0.1	-0.7
MT1-MMP act inh	1	-4	-1	0	-4

Some entries already given with just SKN-1 block, Neddyl block and bovine MsrA act:
cpd | SMILES | SKN-1 block | Neddyl block | bovine MsrA act
16 | CC(Oc1ccc(F)cc1)C(=O)Oc1ccc(N(C)S(=O)(=O)c2ccccc2)cc1 (configuration not stated) | -3 | i | -5
17 | CCc1cc2cccc(C)c2nc1SCC(=O)Nc1nonc1C | 2 | i | -2
18 | O=[N+]([O-])c1ccc(O)c(CNCc2ccccc2)c1 | -11 | i | -4
19 | COc1cc(C(=O)Nc2cccc(C(C)=O)c2)cc(OC)c1OC | -2 | i | -3
20 | CCOc1ccc(C(=O)NC(=S)Nc2cccc(S(=O)(=O)NC3=NCCC3)c2)cc1 | 5 | i | -3
21 | O=C(O)c1cccc(N/N=C/C2=C(Cl)c3cc(Cl)ccc3SC2)c1 | 9 | i | -4

Carrying on:
[26] C(#CSCc1ccccc1)SCc1ccccc1
[27] CCN1C(=O)[C@@H]2[C@@H]3CN(S(=O)(=O)c4ccc(C)cc4)[C@@H](c4ccccc4F)[C@@H]3C(=O)C[C@@H]2C1=O
[28] CCCCC(=O)Nc1ccc(Br)cn1
[29] CN(CC(=O)Nc1cccc(F)c1)CC(=O)Nc1cccc(S(N)(=O)=O)c1
[30] CCc1cc(C(=O)N2CCN(c3ncccn3)CC2)sc1C
[31] COc1ccccc1NC(=O)c1ccccc1-c1ccccc1C(=O)O
compound no.	26	27	28	29	30	31
bovine MsrA act	-7	-3	-1	-2	-1	-1
SKN-1 block	18	7	23	7	-2	8
Neddyl block	i	i	i	i	i	i
CendR NRP1 mod	2	8	5	6	9	-6
eLon inh	12	-2	1	-2	-6	-1
Rin1-Abl PPI inh	-3	1	0	-1	0	-2
FAS TE block	17	-1	-7	-3	-2	-1
MsrA inh	0.6	-0.3	-0.2	-0.2	-0.7	0.8
MT1-MMP act inh	0	3	-1	-1	-3	-2

Quoted from above, entries 30 to 31
[30] CCc1cc(C(=O)N2CCN(c3ncccn3)CC2)sc1C
[31] COc1ccccc1NC(=O)c1ccccc1-c1ccccc1C(=O)O
compound no.	30	31
bovine MsrA act	-1	-1
SKN-1 block	-2	8
Neddyl block	i	i
CendR NRP1 mod	9	-6
eLon inh	-6	-1
Rin1-Abl PPI inh	0	-2
FAS TE block	-2	-1
MsrA inh	-0.7	0.8
MT1-MMP act inh	-3	-2
